High-throughput results: PubChem BioAssay, several laboratories
CatB mixtures: human cathepsin B inhibition by mixtures. P07858. Purified cathepsin B, AMC dipeptide fluorescence, compound mixtures. inhibition, %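 (ten-compound pools at 5 µM per compound and 50 µM total)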. 62,000 tested, 0.06% active. AID 488; in the data active means inhibition above about 22%, passing the limit was not always enough;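 further: 0% = enzyme without compound and 100% = no enzyme blank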
CatB block: inhibitors of human cathepsin B. inhibition, %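 (tested at 10 µM)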. AID 453. purified cathepsin B, fluorogenic substrate, fluorescence. 63,000 tested, 0.1% active. P07858; in the data active means inhibition above about 21%;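 further: 0% = enzyme with no compound and 100% = no enzyme blank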
tolC growth inh: growth inhibitors of E. coli BW25113 tolC mutant. OD615. growth inhibition, % at 10 µM (by protocol). 65,000 tested, 2.2% active;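 active means growth inhibition at or above a cutoff equal to the mean over every tested compound plus 3 SD, cut at about 60% in these data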;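 further: growth measured after 20 h incubation at 37 °C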
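Material: E. coli BW25113 ΔtolC::kan, tolC deletion mutant strain. Measure: percent growth inhibition. Schedule: 37 °C, 20 h exposure. Doses: single-point testing at 10 µM. Signal: A615 absorbance measurement. Buffer or medium: kanamycin-containing LB broth (50 µg/mL).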
Cdc25B block: inhibitors of human Cdc25B phosphatase; P30305; AID 368; recombinant Cdc25B, OMFP fluorescence Ex485/Em525; inhibition, %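 (compounds tested at 10 µM final in the well)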; 65,000 tested, 0.1% active; in the data active means inhibition above about 50%
Target sequence (P30305 whole entry, looked up): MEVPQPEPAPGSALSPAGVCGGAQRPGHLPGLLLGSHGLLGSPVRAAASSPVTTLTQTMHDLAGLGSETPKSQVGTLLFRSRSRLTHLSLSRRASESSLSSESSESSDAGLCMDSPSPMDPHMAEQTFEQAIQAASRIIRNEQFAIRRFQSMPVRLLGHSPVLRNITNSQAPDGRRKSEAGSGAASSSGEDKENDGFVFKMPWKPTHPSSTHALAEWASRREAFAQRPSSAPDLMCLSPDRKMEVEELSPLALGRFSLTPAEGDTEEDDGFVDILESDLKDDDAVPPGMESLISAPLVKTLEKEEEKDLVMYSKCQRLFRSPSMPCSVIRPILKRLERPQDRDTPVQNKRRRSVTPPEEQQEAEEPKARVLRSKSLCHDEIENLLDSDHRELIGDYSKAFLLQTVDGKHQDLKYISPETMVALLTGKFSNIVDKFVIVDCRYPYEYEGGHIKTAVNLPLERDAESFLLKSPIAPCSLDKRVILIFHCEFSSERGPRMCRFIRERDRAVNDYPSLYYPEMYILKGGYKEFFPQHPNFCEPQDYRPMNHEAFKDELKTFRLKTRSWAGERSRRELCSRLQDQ
MKP-1 inh: blocks human MKP-1 phosphatase activity. AID 374. 65,000 tested, 0.15% active. P28562. recombinant MKP-1, OMFP hydrolysis fluorescence. inhibition, %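 (compounds tested at a single concentration somewhere between 10 and 100 µM)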;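 active means inhibition above about 50%, limit read from the data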;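 further: 0% = DMSO max control wells and 100% = wells with enzyme stopped by NaOH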
Target sequence (P28562 whole entry, looked up): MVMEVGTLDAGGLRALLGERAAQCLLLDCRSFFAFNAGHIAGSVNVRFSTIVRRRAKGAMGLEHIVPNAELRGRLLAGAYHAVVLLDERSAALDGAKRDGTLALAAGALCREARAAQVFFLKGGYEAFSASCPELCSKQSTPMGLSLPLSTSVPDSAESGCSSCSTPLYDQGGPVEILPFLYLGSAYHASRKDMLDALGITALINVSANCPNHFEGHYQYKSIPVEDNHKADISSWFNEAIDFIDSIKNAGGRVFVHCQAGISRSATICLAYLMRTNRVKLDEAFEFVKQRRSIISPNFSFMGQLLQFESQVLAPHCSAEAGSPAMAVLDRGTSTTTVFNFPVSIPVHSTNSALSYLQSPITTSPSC
Ec RNAP inh: blocks E. coli RNA polymerase transcription | 62,000 tested, 0.2% active | inhibition, %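 (tested at 10 µM)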 | P0A8V2 | fluorescence transcription assay; in the data active means inhibition above about 20%;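 further: 0% = enzyme without compound and 100% = no enzyme blank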
D1 allo mod: allosteric modulators of human D1 dopamine receptor. 58,000 tested, 5.9% active. HEK293 D1, CRE-luciferase, dopamine EC30 potentiation; actives deviate in either direction. AID 641. B-score at 10 µM. P21728;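 active means luminescence count or its row- and column-corrected plate score outside the 99.7% band of the plate's sample wells, on either side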
AP ELISA ortho: orthogonal test for alternative complement pathway inhibitors | Human serum alternative complement pathway, LPS-coated ELISA, C3 deposition; tested in compound mixtures | inhibition, % at 5 µM | AID 1235 | 62,000 tested, 0.08% active;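 active means inhibition above 30% in each of the two pooled mixtures holding the compound, so the lower value exceeds 30%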;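 further: 0% = serum in Mg-EGTA without compound and 100% = EDTA serum blank; some compounds past the cut are filed as inactive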
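Medium: diluted human serum in Mg2+-EGTA GVB++. Assay system: human serum complement alternative pathway, C3 deposition onto LPS. Also added: Plate-bound LPS. Technique: Anti-C3 ELISA, OD 450 nm. Measure: percent inhibition. Incubation: 1 h at 37 °C. Dosing: 5 µM each compound, pools of ten, 50 µM per pool.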
Hsp90 inh: displaces geldanamycin probe from tumor Hsp90; P07900; NCI-N417 lysate Hsp90, Cy3B-geldanamycin FP displacement; inhibition, % at 30 µM; 64,000 tested, 0.35% active; AID 429;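 active means inhibition above 50%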;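 further: 0% = tracer plus lysate wells and 100% = tracer alone without lysate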
Active calls of the source: *; / = no result given. Random draw from the library. About 7.6% of those tested had a hit in this group.

SMILES | CatB mixtures | CatB block | tolC growth inh | Cdc25B block | MKP-1 inh | Ec RNAP inh | D1 allo mod | AP ELISA ortho | Hsp90 inh
COc1cccc(C(C(=O)NC(C)(C)C)N(C(=O)CCC(=O)Nc2cc(C)on2)C2CC2)c1OC (stereo not drawn) | 0 | 1 | -9 | -3 | 12 | 9 | -0.054 | -15 | -4
NC(N)=NC(N)=NCCc1ccccc1 | 4 | 3 | 9 | 1 | -19 | 5 | -1.1 | 10 | -3
CCn1c(COc2cccc(C)c2)nnc1SCC(=O)CC(=O)Nc1ccccc1OC | 3 | -5 | 5 | -7 | 27 | -3 | 0.17 | 18 | -3
Cc1nc2scc(-c3ccco3)c2c(=O)n1/N=C/N(C)C | 3 | 1 | 0 | -12 | 12 | 2 | 0.3 | -2 | -5
Cn1c(SCC(=O)Nc2ccccc2)nc(O)cc1=O | 1 | 3 | 5 | -10 | 6 | 7 | -0.041 | 7 | -3
Cc1cc(C)c(C#N)c(SCC(=O)N2CCCCC2)n1 | -1 | 2 | -4 | -9 | 7 | 0 | 1.3 | 4 | -1
Nc1c(C(=O)c2ccc(Br)s2)oc2ccccc12 | 5 | 3 | 4 | -4 | 13 | 7 | -0.3 | 6 | 0
Clc1ccccc1OCCn1ccnc1 | 0 | 1 | -2 | -21 | 7 | 3 | 0.049 | 3 | -7
COCCCN1C(=O)C(=O)/C(=C(/O)c2ccc(OC)cc2)C1c1cccc(OC)c1 (stereo not drawn) | 4 | 1 | 23 | 9 | 30 | 7 | -0.36 | 17 | 2
COc1ccc(-c2nnc3sc(-c4ccc(Br)o4)nn23)cc1OC | -7 | 2 | -21 | 1 | -6 | 7 | 0.56 | 10 | -4
O=C(O)c1cc(-c2ccccc2Cl)n[nH]1 | 8 | -4 | -10 | -10 | 6 | 9 | -0.76 | 10 | 0
Cc1ccc(S(=O)(=O)N2CCN(C(=O)CN3CCCC3)C2)cc1 | 4 | 3 | -9 | -21 | -1 | 10 | -0.7 | 5 | -4
O=C(c1ccc(CS(=O)(=O)c2ccc(Br)cc2)o1)N1CCN(C2CCCCC2)CC1 | 3 | 1 | -1 | -13 | 8 | -4 | 0.35 | 13 | -2
Cc1ccc(CNC(=O)C2CCCCC2C(=O)O)cc1 (stereo not drawn) | 5 | 1 | -4 | 4 | -16 | 3 | 0.22 | 13 | -2
COc1ccc2nc(NC(=O)C3CCCN(S(=O)(=O)c4cccc5nonc45)C3)sc2c1 (stereo not drawn) | 0 | -1 | 31 | -1 | 44 | 1 | 0.16 | 4 | 2
O=C(c1ccc2c(c1)OCCO2)C1CCN(S(=O)(=O)c2ccc(F)cc2)CC1 | 1 | -1 | 12 | 17 | 9 | 0 | 1.2 | 8 | -2
O=C(NCCN1CCCC1)c1ccc2c(c1)N(Cc1ccc(F)cc1)C(=O)c1ccccc1S2=O (stereo not drawn) | 0 | -3 | 3 | -6 | -20 | -1 | / | 18 | -3
C=C(C)c1cccc(C(C)(C)NC(=O)N2CCOCC2)c1 | 4 | 1 | -19 | -5 | 5 | 4 | 0.17 | 11 | -3
Cc1cccc(NC(=O)CN2C(=O)COc3ccc(Cl)cc32)c1C | 2 | 1 | -8 | -5 | 13 | 3 | -1.8 | 4 | -4
COCCCNC(CC(=O)Nc1ccc(OC)cc1OC)C(=O)O (stereo not drawn) | 2 | 4 | 7 | -8 | -10 | 5 | -0.23 | 19 | 5
Cc1ccccc1NS(=O)(=O)c1ccc(C2CNC(=O)C2)cc1 (stereo not drawn) | 4 | 4 | -4 | -3 | 3 | 8 | -0.5 | 12 | -6
O=c1cc(N2CCN(c3ccccc3)CC2)[nH]c(=O)n1C1CCCCC1 | -3 | 3 | -8 | 8 | 1 | 5 | -0.75 | 2 | 2
COC(=O)c1ccc(C(=O)OC)c(NS(C)(=O)=O)c1 | -26 | 1 | -4 | -6 | 8 | / | 0.28 | 16 | -2
COc1ccc(N(CC(=O)NCc2ccco2)S(=O)(=O)c2ccc(OC)c(OC)c2)cc1 | -1 | -2 | -1 | -10 | -10 | 6 | 0.53 | 3 | -1
COc1ccc(C)cc1S(=O)(=O)Nc1cccnc1 | 7 | 2 | -15 | -12 | -18 | 4 | -0.69 | 2 | 3
O=C(NCCCN1CCOCC1)c1ccccc1-c1ccccc1 | 5 | 5 | -23 | 1 | 2 | 10 | / | 20 | -2
Cc1csc(C(C#N)C(=O)c2cc3ccccc3o2)n1 (stereo not drawn) | -6 | 1 | 45 | -5 | -2 | 10 | -3.8* | -4 | /
O=C(OCc1nnc(-c2ccccc2)o1)c1cc(=O)c2ccccc2o1 | 5 | -1 | -14 | -20 | 22 | 4 | -0.23 | 3 | 15
O=C(O)c1ccc(F)c(S(=O)(=O)Nc2ccccc2Cl)c1 | 3 | 4 | 7 | -3 | 13 | 10 | -1 | 12 | -3
CC(CN1CCOCC1)OC(=O)c1ccc2c(c1)OCCO2 (stereo not drawn) | 3 | 5 | -12 | 1 | -25 | 10 | -0.89 | 6 | -5
O=C(CN1CCN(Cc2ccccc2Cl)C1=O)NC1CCCCCC1 | 2 | 4 | 17 | -21 | 29 | 4 | 0.14 | 6 | -1
Cc1ccc(OCC(O)Cn2c(=N)n(CCN3CCCCC3)c3ccccc32)cc1 (stereo not drawn) | 11 | 2 | 19 | -31 | 3 | 6 | -0.0036 | -2 | 0
Cc1cc(N2C(=O)CC(Cc3ccccc3)C2=O)no1 (stereo not drawn) | 4 | 2 | -8 | 8 | 7 | 1 | -0.62 | 13 | -3
CCCOC(=O)CCCCC1SCC(NC(=O)OC)C1NC(=O)OC (stereo not drawn) | -4 | -1 | -34 | -10 | 28 | 4 | 0.68 | 13 | -1
CCCn1c(SCCc2ccccc2)nc2c1c(=O)[nH]c(=O)n2C | 2 | 0 | -2 | 1 | 23 | 6 | 0.32 | 17 | -5
O=C(CNCCC1=CCCCC1)Nc1ccccc1N1CCCCC1 | -5 | 1 | 100* | -25 | -5 | 8 | -0.34 | 0 | -1
Cc1cc(C)n(C(=O)c2ccc(S(=O)(=O)N3CCCC3)cc2)n1 | -2 | -2 | -6 | -8 | 4 | -6 | -0.59 | -14 | -7
Cc1ccc(OCCN2C(=O)OC(C)(C)C2(C)O)cc1 (stereo not drawn) | 2 | 0 | -25 | 7 | -9 | 0 | 5.5* | 27 | -1
CCCNC(=O)c1noc2c1CCc1ccccc1-2 | 4 | 5 | 14 | 3 | -9 | 7 | -0.38 | 20 | -3
COc1cccc(C2=NOC(C(=O)NC3CCCCC3)C2)c1 (stereo not drawn) | 0 | 0 | 1 | 1 | 7 | 1 | -1.4 | 15 | 1
COc1ccc(N2CCN(C(CNC(=O)c3ccc4c(c3)OCO4)c3cccnc3)CC2)cc1 (stereo not drawn) | 1 | 0 | -15 | 11 | 8 | 0 | -0.71 | 16 | -3
NC(=O)CCCC1=NS(=O)(=O)c2ccccc2N1 | 2 | 7 | 4 | -13 | -3 | 1 | / | 4 | 1
COC(=O)C1=CN(C2CC2)C=C(C(=O)OC)C1c1ccc(C(=O)OC)cc1 | -2 | -6 | -2 | -6 | 0 | -17 | 1.4 | 6 | 2
CCOC(=O)CNC(=O)COc1ccc(Cl)cc1Br | 2 | 1 | 2 | -4 | 19 | / | -0.29 | 7 | 2
O=C1CC(SCCO)C(=O)N1c1ccc(Oc2ccccc2)cc1 (stereo not drawn) | 1 | 4 | 7 | -5 | -3 | 2 | -0.73 | 11 | -22
N#Cc1cc(Cl)c(N2CCOCC2)cc1C#N | 0 | 0 | -4 | -2 | 16 | -7 | 0.27 | -1 | 2
CSc1nsc(SCC(=O)NC2CCCCC2)n1 | 5 | -3 | 5 | -3 | -5 | 3 | 1.8 | 6 | 0
CC(=O)NCCOc1nc(N(C)C)nc(N(C)C)n1 | -9 | 1 | -11 | -2 | 9 | 6 | -0.22 | 10 | -1
Cc1cc(C)n(C(=O)CNC(=O)CCc2ccccc2)n1 | / | 4 | 1 | -24 | -16 | 7 | / | / | 1
COc1ccc(N2CCN(C(=O)COc3ccc4ccccc4c3)CC2)cc1 | 3 | -2 | -10 | -3 | -15 | 4 | 0.79 | 16 | -2

Next section.
SMILES | CatB mixtures | CatB block | tolC growth inh | Cdc25B block | MKP-1 inh | Ec RNAP inh | D1 allo mod | AP ELISA ortho | Hsp90 inh
CCOC(=O)c1ccc(NC(=O)CN2C(=O)CSC2=O)cc1 | 6 | 2 | 1 | -10 | 4 | -3 | -0.12 | 20 | -2
CC(=O)OCC(=O)[C@H]1CC[C@H]2[C@@H]3CC=C4C[C@@H](O)CC[C@]4(C)[C@H]3CC[C@]12C | -11 | 3 | 2 | -11 | -16 | 4 | -0.098 | 16 | -3
Cc1nc2ccccc2cc1O | -3 | -7 | 7 | 2 | -2 | -1 | -0.14 | 5 | -7
CC1CCN(CCCn2c(=S)[nH]c3ccccc3c2=O)CC1 | 6 | -3 | -8 | -9 | 2 | 17 | -0.71 | -5 | -7
CCn1c(=O)c(C(=O)NCCNCCO)c(O)c2ccccc21 | 5 | 5 | -4 | -6 | -31 | 11 | 0.19 | -10 | 1
Cc1ccc(S(=O)(=O)c2cc3c(=O)n4cccc(C)c4nc3n(CC3CCCO3)c2=N)cc1 (stereo not drawn) | / | -6 | 6 | -21 | -26 | -14 | 1.9 | / | -9
CCOc1ccccc1CNC(=O)C1CCCN(c2nc3ccccc3o2)C1 (stereo not drawn) | 5 | -1 | -8 | -6 | 29 | 5 | -0.27 | 4 | -1
CCCCN(CC)C(=O)c1cccc(Cl)c1 | 6 | 5 | 2 | -6 | -2 | 7 | 0.64 | 3 | -1
c1ccc(NC2=Nc3ccccc3CS2)cc1 | -2 | 7 | -4 | -15 | -6 | 9 | 0.64 | -28 | -2
CCc1ccc(NC(=O)CCNS(=O)(=O)c2cccc3nonc23)cc1 | 5 | 1 | 32 | -8 | 0 | 9 | / | 1 | /
Cc1ccc2nc(NC(=O)CSc3nc4c(c(=O)n3C)SC(C)C4)sc2c1 (stereo not drawn) | 1 | 3 | 9 | -7 | 12 | 0 | 0.79 | 4 | -3
O=C1Nc2ccccc2OC1CC(=O)N1CCOCC1 (stereo not drawn) | 0 | 4 | -7 | -5 | 6 | 12 | 0.33 | 9 | -2
CCn1c(NCc2cccs2)nc2ccccc21 | -5 | -3 | 2 | 1 | -3 | 5 | / | 16 | -1
COCCNS(=O)(=O)c1ccc(SC)cc1 | 4 | -1 | -7 | -1 | 1 | 0 | -0.48 | 13 | -4
Cc1ccc(-c2c(C(=O)N3CCOCC3)oc(=O)c3ccccc23)cc1 | -5 | -1 | 7 | -13 | 0 | 9 | 0.83 | 3 | -1
CCOc1ccc(NCc2nnc(SCC(=O)Nc3cc(C)on3)n2-c2ccccc2OC)cc1 | 4 | -3 | -7 | 6 | 10 | 9 | -0.65 | 2 | 18
